Bioassay records from PubChem.
RGS4 act = RGS4 potentiation or activation. HEK293 M3R/inducible RGS4, carbachol calcium flux Fluo4; hits give low values. B-score at 10 µM. 0.92% of 310,000 active;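 active means B-score of the integrated calcium signal more than 4 SD below the library mean, with starting fluorescence not abnormally high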;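 further: negative B-score means reduced calcium response which marks RGS4 activation or potentiation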
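System: HEK293 FlpIn-TREx cells, stable M3R, doxycycline-inducible RGS4. Timing: overnight RGS4 induction, 30 min dye load 37 °C, 20 min compound RT. Also added: carbachol, ECmax concentration. Measured by: Fluo4 fluorescence kinetic imaging of calcium. Evaluation: integrated calcium ratio converted to B score.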
TRPC6 inhibitor = blocks the mouse TRPC6 cation channel; Q61143; HEK293-TRPC6, membrane potential dye, ACh-evoked depolarization; hits give low values; B-score at 10 µM; 1.1% of 310,000 active; AID 2553;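 active means B-score under library mean minus 3 SD, initial fluorescence not abnormally high, positive integrated signal ratio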;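 further: B-score derived from integrated fluorescence ratio over the kinetic read; more negative B-score means stronger inhibition of depolarization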
SKKanGAS inh = blocks kanamycin growth of S. pyogenes SKKanGAS strain; inhibition, % at 7.5 µM; BacTiter-Glo, 6 h; 1.3% of 300,000 active;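 active means mean replicate score, as percent of positive control median, at least 50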;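 further: strain carries kanamycin resistance gene driven by streptokinase promoter and grows in 40 µg/ml kanamycin; loss of luminescence reflects streptokinase promoter inhibition or plain growth inhibition; 0% = median of DMSO wells and 100% = positive control at its reference dose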
ANO1 block = blocks the mouse calcium-activated chloride channel TMEM16A. Q8BHY3. HEK293 TMEM16A/YFP iodide influx fluorescence, ionomycin. normalized B-score (activity score, 25-100; higher = stronger inhibition) at 10 µM. 1.2% of 310,000 active;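 active means ratio plate-corrected score three or more library SD toward inhibition, starting fluorescence score within five deviations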;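 further: score derived from kinetic fluorescence span divided by baseline fluorescence per well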
TMEM16A act = activators or potentiators of mouse TMEM16A chloride channel; Q8BHY3; HEK293 TMEM16A/YFP-H148Q/I152L, iodide quench fluorescence; hits give low values; B-score at 10 µM; 0.3% of 340,000 active; AID 623877;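 active means fluorescence-ratio B-score plate-corrected deviation score at least 3 library SD below zero, with starting fluorescence score within 5 deviations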;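 further: channel opened by trigger with iodide after compound preincubation; score built on the fluorescence ratio of max minus min over baseline; more negative score means more quench and so TMEM16A activation or potentiation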
TRPC6 act = activates the mouse TRPC6 cation channel; Q61143; HEK293-TRPC6 membrane potential dye fluorescence; hits give high values; B-score at 10 µM; 0.13% of 310,000 active;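 active means B-score of the integrated fluorescence ratio above library mean plus 3 SD, and starting fluorescence ratio within library mean plus 5 SD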;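 further: higher score means more depolarization so channel activation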
MrgX1 antagonist = antagonists of human MrgX1 receptor; Q96LB2; MRGX1-HEK293 calcium flux, Fluo-4, BAM8-22 antagonism; hits give low values; B-score at 10 µM; 1.3% of 310,000 active; AID 588676;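 active means calcium-response B-score plate-corrected more than 3 library SD below zero, starting fluorescence within 5 deviations, no agonist response on first addition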;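 further: peak minus trough fluorescence over baseline after final BAM8-22 challenge near maximal dose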
Target sequence (Q96LB2 whole entry, looked up): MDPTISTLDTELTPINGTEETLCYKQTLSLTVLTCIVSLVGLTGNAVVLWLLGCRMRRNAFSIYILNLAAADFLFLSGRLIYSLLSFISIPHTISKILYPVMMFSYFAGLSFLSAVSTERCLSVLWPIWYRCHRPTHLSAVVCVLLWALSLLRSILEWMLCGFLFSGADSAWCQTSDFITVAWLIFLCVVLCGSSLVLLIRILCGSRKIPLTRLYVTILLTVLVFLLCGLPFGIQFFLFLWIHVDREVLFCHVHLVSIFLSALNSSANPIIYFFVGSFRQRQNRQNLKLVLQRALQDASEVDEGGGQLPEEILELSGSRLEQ
HDAC3 inh = human HDAC3 inhibition; recombinant HDAC3, fluorogenic peptide/trypsin coupled, fluorescence; O15379; inhibition, % at 8.3 µM; 0.15% of 320,000 active; AID 2718; in the data active means inhibition above about 26%, passing the limit was not always enough
Target sequence (O15379 whole entry, looked up): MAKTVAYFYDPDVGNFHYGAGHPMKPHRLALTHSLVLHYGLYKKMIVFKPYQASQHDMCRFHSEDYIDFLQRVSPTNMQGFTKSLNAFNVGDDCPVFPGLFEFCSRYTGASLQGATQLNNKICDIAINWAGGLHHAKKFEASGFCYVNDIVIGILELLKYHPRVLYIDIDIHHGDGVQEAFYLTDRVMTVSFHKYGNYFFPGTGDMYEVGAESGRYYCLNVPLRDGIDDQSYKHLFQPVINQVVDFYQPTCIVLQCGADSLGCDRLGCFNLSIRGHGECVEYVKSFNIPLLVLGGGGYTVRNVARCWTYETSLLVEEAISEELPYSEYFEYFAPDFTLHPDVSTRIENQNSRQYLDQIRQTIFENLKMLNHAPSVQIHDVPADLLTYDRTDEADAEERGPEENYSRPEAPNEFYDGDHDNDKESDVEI
RGS4 inh = human RGS4 inhibition. P49798. HEK293 M3R/RGS4 inducible, Fluo-4 calcium flux; hits give high values; triggered by carbachol at its EC20. B-score at 10 µM. 0.45% of 310,000 active. AID 463165;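 active means B-score, a plate-corrected calcium signal, over three deviations above library mean, with baseline fluorescence within five deviations of library mean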;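 further: RGS4 expression induced by doxycycline in cells with stable M3 receptor; B-score is computed from the integrated fluorescence ratio over baseline after carbachol; higher B-score means a larger calcium signal and so more RGS4 inhibition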
Target sequence (P49798 whole entry, looked up): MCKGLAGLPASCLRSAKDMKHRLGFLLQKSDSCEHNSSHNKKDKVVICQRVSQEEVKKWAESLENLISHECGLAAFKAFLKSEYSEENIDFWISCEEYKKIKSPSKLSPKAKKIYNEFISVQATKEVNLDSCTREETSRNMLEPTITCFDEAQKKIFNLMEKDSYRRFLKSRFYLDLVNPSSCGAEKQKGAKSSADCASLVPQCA
MrgX1 PAM = human MrgX1 positive allosteric modulation, primary screen; 0.63% of 310,000 active; MrgX1-HEK293, Fluo-4 calcium flux, FDSS; hits give high values; B-score at 10 µM; Q96LB2;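 active means plate-corrected calcium response at least 3 library SD above typical, normal starting fluorescence, not activating the receptor alone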;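 further: compound read alongside a low EC10 to EC30 dose of BAM8-22 agonist; peak minus trough fluorescence over baseline measured at the second addition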
MrgX1 ag = activates human MrgX1 receptor signaling; 0.44% of 310,000 active; MrgX1-HEK293 cells, Fluo-4 calcium fluorescence, agonist mode; hits give high values; Q96LB2; B-score at 10 µM;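 active means calcium response B-score plate-corrected fluorescence ratio at least 3 library SD, with starting fluorescence B-score inside 5 SD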
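Test system: HEK293 cells stably expressing human MrgX1 receptor; amount: 15,000 cells per well; doses: compound delivered in addition one of three; times: overnight plating before 1 h dye loading; detection: Fluo-4 NW calcium-flux fluorescence, kinetic read; read-out basis: B-scored fluorescence response ratio; controls: positive and negative controls per plate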
Starred values were filed as active, the others as inactive; i = inactive; · = no result given. Rows are unselected. About 6.7% of those tested had a hit in this group.

SMILES	RGS4 act	TRPC6 inhibitor	SKKanGAS inh	ANO1 block	TMEM16A act	TRPC6 act	MrgX1 antagonist	HDAC3 inh	RGS4 inh	MrgX1 PAM	MrgX1 ag
O=C(C1CC1)N1CCc2cc(S(=O)(=O)NC3CCN(Cc4ccccc4)CC3)ccc21	i	i	1.5	i	i	i	i	-3.3	i	i	i
COc1ccc(S(=O)(=O)Nc2ccc(N3CCOCC3)cc2)cc1	i	i	0.9	i	i	i	i	-4.2	i	i	i
CCOc1cc(/C=C2/C(=N)N3C(=NC2=O)SN=C3S(=O)(=O)CC)ccc1OC(=O)c1ccco1	i	i	-4.3	i	i	i	i	20.5	i	35.1*	i
Cc1ccc2[nH]c3c(c2c1)CC/C(=C/c1ccccc1)C3=O	i	i	2.8	i	i	i	i	5.2	i	i	i
O=C1N(S(=O)(=O)c2ccccc2F)C(=O)C2(CCCC2)N1S(=O)(=O)c1ccccc1F	i	i	5.6	i	i	i	i	0.8	i	i	i
CCc1nccn1S(=O)(=O)c1cccc([N+](=O)[O-])c1	i	i	4.0	i	i	i	i	4.0	i	i	i
CCCn1c(O)c2ccc(C(=O)N=NC(=O)c3cccnc3)cc2c1O	i	i	4.1	i	i	i	i	0.8	i	i	i
Cc1nc(C(=O)NCCC(C)C)sc1C1(C)CC(c2ccccc2)=NO1 (centres undefined)	i	i	3.1	i	i	i	i	5.2	i	i	i
NCC(O)COc1ccc2c(c1)OCO2 (centres undefined)	i	i	-1.6	i	i	i	i	-2.5	i	i	i
CNS(=O)(=O)c1cc(C(=O)OCC(=O)NC2CCCc3ccccc32)ccc1Cl (centres undefined)	i	i	-0.5	i	i	i	i	·	i	i	i
N#Cc1c(-c2ccco2)ccn(Cc2cccc(F)c2)c1=O	i	i	-2.9	i	i	i	i	-1.5	i	i	i
S=C(NCCc1cccc(Cl)c1)NCc1ccccc1	i	i	·	i	i	i	i	6.8	i	i	i
CCCCOc1ccccc1-c1cc(C(=O)O)[nH]n1	i	i	2.1	i	i	i	i	-2.6	i	i	i
Clc1ccccc1Cn1nnc2c(NCCN3CCOCC3)ncnc21	i	i	0.9	i	i	i	i	-1.9	i	i	i
COC(=O)c1ccc(C(=O)O)nc1	i	i	-1.5	i	i	i	i	-1.4	i	i	i
Cc1ccc(S(=O)(=O)N2CCOCC2)cc1NC(=O)CSc1nnc2cc(C)c3ccccc3n12	i	i	2.1	i	i	i	i	0.8	i	i	i
Cc1cccc(C(=O)NCC(=O)OCC(=O)NC2CCCCCCC2)c1	i	i	-5.6	i	i	i	i	-3.9	i	i	i
O=C(COC(=O)c1cccs1)c1ccccc1	i	i	7.2	i	i	i	i	-3.4	i	18.2*	i
O=C(CCNC(=O)c1ccccc1)Nc1cccnc1	i	i	-1.2	i	i	i	i	0.2	i	i	i
CCOC(=O)C1(Cc2cccc(F)c2)CCN(Cc2ccc(COC)o2)CC1	i	i	·	i	i	i	i	·	i	i	i
COc1ccc(C(C)=O)cc1CC(=O)Nc1ccc2c(c1)CCC2	i	i	15.5	i	i	i	i	0.6	i	i	i
CN(C)S(=O)(=O)c1ccc(N2CCCC2)c(C(=O)NCc2ccccc2)c1	i	i	-2.5	i	i	i	i	2.3	i	i	i
CC1CCN(c2ccc(C(=O)NCCc3ccccc3)cn2)CC1	i	i	-5.5	i	i	i	i	-3.7	i	i	i
Cc1ccc(C)c(NCc2ccccc2CO)c1	i	i	-1.3	i	i	i	i	-1.6	i	i	i
CCOc1cc(/C=C2/N=C(c3ccc(C(C)(C)C)cc3)OC2=O)cc(Cl)c1OS(C)(=O)=O	i	i	8.5	i	i	i	i	9.9	i	i	i
COc1cc(Cl)c(S(=O)(=O)N2CCCC2)cc1Cl	i	i	-0.9	i	i	i	i	1.9	i	i	i
CC(C)(C)c1nnc2sc(SCC(=O)c3ccccc3)nn2c1=O	i	i	0.1	i	i	i	i	-9.3	i	i	i
COc1ccc(NC(=S)N2CCN(C(=O)c3ccco3)CC2)cc1	i	i	0.5	i	i	i	i	3.0	i	i	i
C#CC(C)(CC)NC(=O)c1cc2nc(C3CC3)cc(C(F)(F)F)n2n1 (centres undefined)	i	i	1.1	i	i	i	i	1.9	i	i	i
N=C1SCC(=O)N1c1ncc(Cc2cccc(Cl)c2)s1	i	i	84.3*	·	i	i	·	·	i	·	·
Cc1ccc(Cl)cc1-c1ccc(C=Nc2ccc(N3CCOCC3)cc2)o1	i	i	-5.5	i	i	i	i	9.2	i	i	i
CCOC(=O)N1CCC(NC(=O)CSCc2nc(-c3sccc3C)oc2C)CC1	i	i	1.5	i	i	i	i	-12.5	i	i	i
O=C(NNC1=NCCCCC1)c1cccc([N+](=O)[O-])c1	i	i	3.4	i	i	i	i	-0.9	i	i	i
COc1ccc(/C=C2\SC(=S)N(CCC(=O)NCCCn3ccnc3)C2=O)cc1	i	i	-1.6	i	i	i	i	2.6	i	i	i
Cn1c(CCNC(=O)c2ccco2)nc2cc(NC(=O)c3ccccc3Cl)ccc21	i	i	0.6	i	i	i	i	3.3	i	i	i
CNC(=S)N(Cc1ccc(OC)cc1)C1CC(=O)N(c2ccc(Cl)cc2)C1=O (centres undefined)	i	i	17.6	i	i	i	i	10.0	i	i	i
COc1ccc(CC(=O)NC(c2ccccc2)c2ccc(C)cc2)c(OC)c1 (centres undefined)	i	i	1.3	i	i	i	i	-4.0	i	i	i
COc1ccc(-n2nnnc2SCC(=O)NNC(=O)c2ccc([N+](=O)[O-])cc2)cc1	i	i	-3.8	i	i	i	i	-14.4	i	i	i
Cc1cc(NC(=O)CSc2nnc(-c3ccc(Cl)s3)o2)no1	·	·	10.1	i	i	·	i	-4.7	·	i	i
CC(C)CNC(=O)c1ccccc1NC(=O)c1ccccc1N(C)S(=O)(=O)c1ccccc1	i	i	-6.4	i	i	i	i	3.1	i	i	i
COc1cccc(NC(=O)c2ccc3nc(C)sc3c2)c1	i	i	-6.2	i	i	i	i	-8.8	i	i	i
CCN(CC)c1ccc2cc(C=O)c(=O)oc2c1	i	i	16.4	i	i	i	i	4.6	i	i	i
COc1cccc(-n2c(SCC(N)=O)nnc2-c2c[nH]c3ccccc23)c1	i	i	-2.1	i	i	i	i	4.1	i	6.87*	i
CCC(=O)N1CCN(CCN=CC2=C(O)CC(c3ccc(OC)cc3)CC2=O)CC1 (centres undefined)	i	i	-0.7	i	i	i	i	-6.1	i	i	i
Cc1cc(C)c(NC(=O)C2CC(=O)N(C(C)C)C2)c(C)c1 (centres undefined)	i	i	1.4	i	i	i	i	11.9	i	i	i
O=c1/c(=C\c2ccc3c(c2)OCO3)sc2n1CCCN=2	i	i	10.8	i	i	i	i	-0.6	i	i	i
CC(=O)Nc1ccc(NC(=O)COC(=O)CCc2nc3ccccc3s2)cc1	i	i	0.6	i	i	i	i	3.5	i	i	i
CC(=O)Nc1ccc(NC(=O)CS(=O)(=O)c2cn(CC(=O)N3CCC(C)CC3)c3ccccc23)cc1	i	i	2.3	i	i	i	i	0.9	i	i	i
Cc1c(CC(=O)N2C[C@H]3C[C@@H](C2)c2cccc(=O)n2C3)c(=O)oc2cc3occ(C(C)(C)C)c3cc12	i	i	2.1	i	i	i	i	-0.6	i	i	i
COCCn1c(=NC(C)=O)sc2cc([N+](=O)[O-])ccc21	i	i	-4.5	i	i	i	i	-1.8	i	i	i
C/C(=N\Nc1nc(C)c(C)s1)c1ccc([N+](=O)[O-])cc1	i	i	14.2	i	-20.7*	i	i	·	i	i	i
CC1(C)Cc2ccccc2C(N/N=C/c2ccc([N+](=O)[O-])cc2)=N1	i	i	-41.8	i	i	i	i	-1.1	i	i	i
C=CCn1c(SCC(=O)c2c(N)n(CCC)c(=O)n(C)c2=O)nnc1-c1ccncc1	i	i	-1.1	i	i	i	i	-1.7	i	i	i
Cc1nc(Nc2cccc(C(C)O)c2)c2nnn(Cc3ccc(F)cc3)c2n1 (centres undefined)	i	i	2.1	i	i	i	i	11.8	i	i	i
COCCNC(=O)CSc1nc2cc3c(cc2c(=O)n1CCCC(=O)NCc1ccc(OC)cc1)OCO3	i	i	5.7	i	i	i	i	3.3	i	i	i
Cc1ccccc1NCC(=O)N/N=C\c1ccc([N+](=O)[O-])s1	i	i	7.5	i	i	i	i	2.9	i	i	i
Cc1ncn2cc(-c3ccc(Cl)cc3Cl)[nH]c(=O)c12	i	i	-14.7	i	i	i	i	1.6	i	i	i
O=C(NC(Nc1cc(C(F)(F)F)ccc1Cl)C(=O)c1ccccc1)c1ccccc1 (centres undefined)	i	i	5.2	i	i	i	i	-2.4	i	i	i
Cc1nc2ccccc2c2c1C(=O)N(Cc1cccnc1)C2=O	i	i	1.2	i	i	i	i	6.0	i	i	i
Cc1ccc(NS(=O)(=O)c2ccc(C(=O)NCCCN3CCCC3=O)cc2)cc1C	i	i	3.0	i	i	i	i	-4.5	i	i	i

Additional compounds.
SMILES	RGS4 act	TRPC6 inhibitor	SKKanGAS inh	ANO1 block	TMEM16A act	TRPC6 act	MrgX1 antagonist	HDAC3 inh	RGS4 inh	MrgX1 PAM	MrgX1 ag
CC(=O)N1CCN(C(=S)c2ccc(-c3ccc(Cl)cc3)o2)CC1	i	i	-12.9	i	i	i	i	1.0	i	i	i
Cc1ccc(-n2c([S-])c(C(=O)NC(C)c3ccccc3)[n+]3ccccc23)cc1 (centres undefined)	i	i	9.3	i	i	i	i	6.5	i	i	i
CC1(C)CC2(CCO1)OC(=O)CC2C(=O)Nc1ccc(Cl)cc1[N+](=O)[O-] (centres undefined)	i	i	3.1	i	i	i	i	0.8	i	i	i
CCc1cc(=O)oc2c(CNCc3ccccc3F)c(O)c(Cl)cc12	i	i	1.7	i	i	i	i	-136.0	i	i	i
Cc1c(C)c(C)c(S(=O)(=O)NCCc2ccccn2)c(C)c1C	i	i	-18.0	i	i	i	i	-0.9	i	i	i
CN1CCc2c(sc(NC(=O)C3COc4ccccc4O3)c2C(N)=O)C1 (centres undefined)	i	i	47.0	i	i	i	i	-4.7	i	i	i
O=C(c1cnc2n(c1=O)CCS2)N1CCCc2ccccc21	i	i	3.8	i	i	i	i	3.6	i	i	i
CCC(C)NC(=O)Nc1ccc(C)cc1C (centres undefined)	i	i	-14.5	i	i	i	i	-2.4	i	i	i
O=C(NCCSc1c(-c2ccccc2)[nH]c2ccccc12)c1cc2ccccc2oc1=O	i	i	18.9	i	i	i	i	·	i	i	i
Cc1ccccc1OC(C)C(=O)NCCCN1CCOCC1 (centres undefined)	i	i	-0.1	i	i	i	i	-1.5	i	i	i
